TDP2 inh – blocks human TDP2 phosphodiesterase activity | O95551 | recombinant TDP2, T5PNP hydrolysis, p-nitrophenol absorbance 415 nm | inhibition, % at 12.8 µM | actives 0.34% (n = 370,000) | AID 720702;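 active = inhibition above the mean of all tested compounds plus 3 SD, set per campaign, cut at about 25% in these data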;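 also: 0% = DMSO with enzyme and 100% = buffer with substrate but no TDP2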
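System – recombinant human TDP2 · Quantity – TDP2 enzyme at 120 nM final · Doses – single concentration, 12.8 µM nominal, with 1% DMSO · Incubation – 2 h at 37 °C · Measured by – epi absorbance of p-nitrophenol freed from T5PNP by hydrolysis · Read-out – % inhibition relative to enzyme-containing and enzyme-free wells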
DDE Tn6 FP inh – DD(E)-Tn6 binding inhibition, primary FP screen; inhibition, % at 8.3 µM; P02675; actives 0.21% (n = 370,000); Fibrin DD(E) TRITC-Tn6 fluorescence polarization displacement;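 active = inhibition above a per-campaign cutoff: mean of compounds within control limits plus 3 SD, cut at about 15% in these data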;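 also: 0% = median of all compound wells on the plate and 100% = blocking peptide control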
PLCg1 inh – PLC-gamma1 (human) inhibition, primary screen; purified PLC-gamma1, fluorogenic substrate, fluorescence; actives 0.84% (n = 370,000); AID 720700; P19174; inhibition, % at 12.2 µM; in the data active = inhibition above about 9.5%
ASAP1 GAP inh – inhibitors of human ASAP1 ArfGAP activity. ASAP1-stimulated ARF1 GTP hydrolysis, GDP FP detection. inhibition, % at 16.5 µM. actives 0.19% (n = 360,000). AID 624377; in the data active = inhibition above about 25%;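 also: 0% = vehicle with enzyme and substrate and 100% = no enzyme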
ARFGAP1 inhibitor – rat ARFGAP1 inhibition | AID 651572 | actives 0.26% (n = 360,000) | Q62848 | inhibition, % at 16.5 µM | Arfgap1-stimulated ARF1 GTP hydrolysis, GDP FP detection;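 active = inhibition above a per-plate limit, mean inhibition of low control wells plus 3 SD, cut at about 25% in these data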;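 also: 0% = DMSO wells with enzyme and 100% = wells lacking Arfgap1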
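material = rat Arfgap1 catalytic domain, aa 1-136 | also added = human ARF1(Δ1-17)-GTP substrate | compound dosing = one concentration, 16.5 µM, DMSO 1.26% | times = GTP hydrolysis reaction 2 h at 25 °C | measured by = FP, GDP Alexa 633 tracer displaced from anti-GDP antibody, 620/688 nm | evaluation = percent inhibition of Arfgap1-stimulated GTP hydrolysis | replication = single well per compound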
SIAE inh – human SIAE inhibition, primary screen | Q9HAT2 | inhibition, % at 9.66 µM | SIAE FP-Rh probe binding, fluorescence polarization | actives 0.69% (n = 370,000) | AID 1053197;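 active = inhibition above a cutoff: mean of compounds within the control limits plus 3 SD of those, cut at about 17% in these data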;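 also: 0% = plate median of compound wells and 100% = probe without SIAE protein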
PLCb3 inh – inhibitors of human phospholipase C beta3; actives 0.18% (n = 370,000); AID 720704; Q01970; Purified PLC-beta3, fluorogenic substrate, fluorescence; inhibition, % at 12.2 µM; in the data active = inhibition above about 11%;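 also: 0% = median of compound wells on plate and 100% = full blocker control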
DDE Tn7 FP inh – inhibitors of Tn7 peptide binding to human fibrin DD(E) | P02675 | FP displacement of FITC-Tn7 peptide from fibrin DD(E); 0% = median of compound wells per plate | inhibition, % at 8.3 µM | actives 0.13% (n = 370,000) | AID 720508;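 active = inhibition above the mean of compounds falling within the control limits plus 3 SD of them, cut at about 14% in these data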;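 also: 0% = plate median of compound wells and 100% = 10 µM Aha-Tn7 peptide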
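Measure: % inhibition scaled between sample-field median and high-control FP; Test system: human fibrin DD(E); Quantity: 2 µM final DD(E) protein; Doses: one dose, 8.3 µM nominal; Schedule: compound with protein 10 min, then 3 h after probe, room temperature; Detection: fluorescence polarization; Medium: Tris buffer with calcium and detergent, pH 7.8.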
ADAM17 inh – ADAM17 inhibition, QFRET primary screen. recombinant ADAM17, EDANS/DABCYL FRET peptide cleavage. inhibition, % at 6.95 µM. actives 0.83% (n = 370,000). AID 720648;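 active = inhibition above the mean of compounds lying between control limits plus 3 SD, set per campaign, cut at about 8.5% in these data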;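 also: 0% = DMSO-only wells as the low control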
ADAM10 inh – ADAM10 inhibition, QFRET primary screen | recombinant ADAM10, EDANS/DABCYL FRET peptide cleavage, 3 h | actives 0.62% (n = 370,000) | AID 720582 | inhibition, % at 7 µM | O14672;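 active = inhibition above a per-campaign cutoff equal to the mean of compounds falling between control-based bounds plus 3 SD, cut at about 20% in these data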;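 also: 0% = DMSO wells while the 100% control is not disclosed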
An asterisk follows results filed as active; i = inactive.

structure | ARFGAP1 inhibitor | TDP2 inh | PLCg1 inh | ADAM17 inh | DDE Tn7 FP inh | PLCb3 inh | ASAP1 GAP inh | SIAE inh | ADAM10 inh | DDE Tn6 FP inh
CCOC(=O)Cc1csc(NC(=O)CSc2nc(=O)[nH]c3c2CCCC3)n1 | -13.2 | -9.5 | 3.6 | -2.6 | 11.1 | 2.8 | -10.3 | -4.9 | -10.6 | 3.2
Cc1cc(/C=C2/NC(=O)NC2=O)c(C)n1-c1sc2c(c1C#N)CCCC2 | -7.8 | 4.2 | -15.6 | -3.9 | 3.2 | -18.6 | 4.8 | 9.3 | -7.7 | -5.2
CC(C)n1cnc2c(=S)nc[nH]c21 | -2.8 | 10.4 | 2.9 | 0.3 | -1.9 | -1.6 | -3.4 | 6.5 | 1.7 | -3.6
COc1cccc(NC(=O)CN(C)C(=O)CCNS(=O)(=O)c2ccc(C)cc2)c1 | 10.5 | -5.0 | 1.5 | 3.7 | -0.9 | -1.0 | 4.2 | 2.5 | -17.3 | 6.7
O=c1cc(Nc2ccc3c(c2)OCO3)[nH]c(=O)n1-c1ccc(Br)cc1 | 4.1 | -17.3 | -26.0 | -14.2 | -0.6 | -36.4 | 2.3 | 14.3 | -48.3 | 0.7
COCCCNC(=O)c1c(NC(=O)c2cccs2)sc2c1CCCC2 | 5.4 | -0.8 | -28.2 | -3.0 | 4.6 | -38.1 | 0.3 | -1.4 | -2.0 | -4.5
CCC(C)N(C(=O)CSc1ncnc2c1cnn2-c1ccccc1)C1CCS(=O)(=O)C1 (stereo not drawn) | -2.9 | 8.0 | -2.7 | -4.9 | 5.0 | -10.3 | 0.1 | 5.4 | -10.7 | -4.4
CC(C)CCNC(=O)C(c1ccc(O)cc1)N(C(=O)C1COc2ccccc2O1)c1cccc(O)c1 (stereo not drawn) | 4.1 | 2.7 | -2.3 | -0.4 | -1.1 | -4.9 | 5.0 | -4.5 | 2.1 | 1.7
Cc1nn(-c2ccccc2)c(C)c1NC(=O)COC(=O)/C=C/c1ccccc1 | -11.2 | 9.8 | 1.9 | 1.1 | 7.5 | -7.9 | -2.2 | -2.2 | 5.9 | 5.5
CN(C)c1ccc(-c2nn3c(-c4ccccc4Cl)nnc3s2)cc1 | -1.2 | 2.1 | -18.3 | -19.4 | -5.1 | -29.8 | 8.8 | 1.8 | -79.4 | -0.8
COc1ccc(Sc2nc3ccccc3n3c(C(F)(F)F)nnc23)cc1 | 3.7 | -1.6 | 1.2 | -1.5 | -4.4 | 1.1 | 2.8 | 9.5 | -2.8 | 7.0
CCOc1c(OC(C)=O)ccc(/C=C2\N=C(SCC)SC2=O)c1[N+](=O)[O-] | 2.0 | -6.8 | -0.9 | 4.7 | -5.8 | -8.9 | 11.0 | 3.6 | 9.7 | -0.1
COc1ccc(NC(=O)Cn2c3ccc(OC)cc3c3nc4n(c(=O)c32)CCS4)cc1 | 7.6 | -18.2 | -0.5 | -18.9 | -1.9 | -18.2 | -0.6 | -9.3 | -53.8 | 8.2
Cn1cccc1-c1nc2ccc(NC(=O)c3ccc([N+](=O)[O-])cc3)cc2[nH]1 | -2.6 | -3.3 | 14.1* | -4.6 | 1.8 | 8.6 | -8.0 | -9.4 | 6.9 | -13.2
COc1ccc(CC(=O)OCC(=O)N(C)C2CCS(=O)(=O)C2)cc1OC (stereo not drawn) | -7.4 | -7.6 | 3.7 | -0.2 | 4.0 | 0.3 | -10.3 | -0.5 | 6.1 | 0.7
O=C(CN1C(=O)NC2(CCCCCCC2)C1=O)Nc1ccc(OC(F)F)cc1 | 8.8 | -11.2 | 1.0 | 2.8 | 1.3 | -2.7 | -4.7 | -2.6 | 2.1 | -7.5
CCOC(=O)N1CCN(C(=O)C2CCC(=O)N(Cc3ccccc3OC)C2)CC1 (stereo not drawn) | -16.6 | -3.7 | 5.0 | -1.8 | -1.5 | -2.4 | -14.5 | 4.3 | -3.4 | -4.4
CC1(C)CC(N(Cc2ccc(F)cc2)C(=O)c2ccc(F)cc2)CCO1 (stereo not drawn) | -7.8 | 18.5 | -0.8 | -3.8 | -2.0 | -4.4 | -0.7 | 0.4 | -1.7 | -1.4
O=c1c2ccccc2ncn1CCOc1ccccc1[N+](=O)[O-] | -8.9 | 0.3 | 2.5 | 1.7 | 0.7 | 2.3 | -8.8 | 11.2 | -5.2 | -3.5
O=C(O)CC1(CC(=O)Nc2nccs2)CCCCC1 | -10.7 | -2.8 | 0.4 | -2.5 | 3.6 | 4.6 | -3.8 | -0.5 | -2.0 | -4.6
O=C(CC(c1ccccc1)c1cc(Cl)ccc1O)N1CCCC1 (stereo not drawn) | 5.1 | -12.1 | -0.5 | 6.3 | 3.5 | -5.3 | 0.3 | 12.0 | 0.6 | -4.8
O=C(N1CCOCC1)C1(S(=O)(=O)c2ccccc2)CC=CC1 | 6.4 | -7.0 | 4.6 | 0.6 | -12.6 | 4.8 | 11.9 | 7.4 | 3.5 | -1.8
Cc1ccc(C)c(-c2nnc(NC(=O)CCS(=O)(=O)c3ccccc3)o2)c1 | 13.1 | -6.3 | -3.8 | -2.7 | -8.3 | 0.6 | 4.6 | -4.5 | -1.3 | 0.0
O=C(CNC(=O)c1ccc(Cl)cc1Cl)OCc1cn2cc(Br)ccc2n1 | -13.0 | 4.2 | 0.6 | -3.2 | -0.6 | 0.8 | -6.3 | 0.7 | -3.0 | -0.9
Cn1c(SCC(=O)Nc2ccc(F)cc2)nc2c([nH]c3ccccc32)c1=O | 4.3 | -2.0 | 0.0 | -2.5 | 3.8 | -2.1 | 14.3 | -4.6 | -15.4 | -0.1
COc1ccc(-n2c(C)cc(C(=O)Cn3nc(C(=O)O)c4ccccc4c3=O)c2C)cc1 | 6.5 | 4.9 | -4.6 | 7.0 | -9.4 | -7.0 | 7.0 | -6.4 | 7.2 | -9.8
O=C(NC(NCc1ccccn1)(C(F)(F)F)C(F)(F)F)c1ccco1 | -7.2 | -3.5 | -5.9 | -7.7 | 2.5 | -4.5 | -7.1 | -4.4 | -7.7 | 0.2
Cc1ccccc1OCC(=O)N1CCCc2ccccc21 | -2.1 | 7.2 | 0.6 | -3.1 | 2.5 | -0.3 | -1.4 | -2.5 | 6.0 | -2.9
C/C(N)=C(/C#N)C(=O)COC(=O)c1ccccc1O | 1.3 | 1.6 | -0.5 | 0.6 | 1.3 | -1.2 | 7.0 | -0.3 | -7.6 | -3.1
Cc1ccc(NC2CCCN(C(=O)c3ccccn3)C2)cc1C (stereo not drawn) | 1.1 | -9.8 | 0.5 | -4.4 | -3.0 | -11.4 | -8.8 | -1.3 | -10.7 | -5.1
O=C(CCCN1C(=O)c2ccccc2C1=O)N1CCOCC1 | -20.9 | -14.3 | 4.8 | 2.4 | -2.0 | 3.9 | -4.0 | -7.1 | -2.6 | -1.6
CC1(C)CC(=O)C(Sc2ccccc2C(=O)O)=C(O)C1 | -0.3 | -2.2 | 2.2 | -5.8 | -0.9 | 1.3 | -0.9 | -6.3 | 0.2 | -9.1
Cc1ccc2nc(Cc3ccc(N)cc3)oc2c1 | -5.0 | 1.3 | 1.6 | 1.5 | 1.1 | -3.0 | -4.8 | 4.3 | -5.0 | 7.2
COC(=O)c1nc2n(n1)C(c1ccc([N+](=O)[O-])cc1)C(C(=O)Nc1ccc(Cl)cc1)=C(C)N2 (stereo not drawn) | 5.1 | 3.9 | 1.0 | -1.2 | 8.5 | 1.8 | 10.4 | -19.1 | -7.2 | 2.6
C=CCc1cccc2ccc(=O)oc12 | 18.2 | -4.0 | 8.9 | 5.8 | -8.0 | 5.6 | -1.9 | -0.1 | -1.1 | -6.8
CCc1ccc(NC(=O)CNC(=O)[C@@H]2Cc3ccccc3CN2C(=O)OC(C)(C)C)cc1 | -4.8 | 7.0 | -1.5 | -2.2 | -1.8 | -7.1 | -3.9 | -2.5 | 3.7 | 1.7
C/C(=N/NC(=O)c1ccc(Br)o1)c1ccncc1 | 4.0 | -8.9 | -3.8 | -3.7 | 1.7 | -2.6 | -8.7 | 15.6 | -7.6 | 2.5
COc1ccc(-c2cc(NC=O)c3ncc(-c4ccc(OC)c(OC)c4)n3c2)cc1 | 7.0 | 1.8 | -85.2 | -18.0 | 4.9 | -131.5 | 11.4 | -6.7 | -61.6 | 0.9
COc1cccc2cc(C(N)=O)oc12 | -4.7 | -1.9 | -9.7 | -3.4 | -6.1 | -16.3 | 7.4 | 2.4 | -20.7 | 4.5
Cc1ccc(N(CC(=O)NC2CCCC2)C(=O)CCC(=O)Nc2nccs2)c(C)c1 | 5.3 | 5.6 | 1.9 | -0.9 | 0.3 | -5.4 | 5.8 | 3.6 | 2.7 | -6.5
CCC1Oc2ccc(C)cc2N(CC(=O)NCCCN2CCCCC2C)C1=O (stereo not drawn) | 13.0 | 2.5 | 1.2 | -4.9 | 1.8 | -5.4 | -6.4 | 11.6 | -2.1 | 0.6
CCC(c1nnnn1Cc1ccccc1)N(Cc1cc2cc(OC)ccc2[nH]c1=O)CC1CCCO1 (stereo not drawn) | -8.5 | -10.2 | -384.8 | -197.9 | 0.5 | i | -12.6 | -4.2 | i | -1.7
O=C(COc1ccccc1[N+](=O)[O-])Nc1cc(Cl)ccc1C(=O)O | 0.3 | -5.4 | -4.0 | -1.0 | -5.3 | -5.5 | 2.2 | -4.6 | -5.7 | -1.7
O=C(CN1C(=O)COc2ccccc21)NCCC1=CCCCC1 | 3.9 | -3.0 | 6.2 | -0.1 | -6.7 | 6.3 | 0.9 | 1.1 | -8.5 | 2.2

Three structures out of the list, sorted by molecular weight, highest first:
structure | ARFGAP1 inhibitor | TDP2 inh | PLCg1 inh | ADAM17 inh | DDE Tn7 FP inh | PLCb3 inh | ASAP1 GAP inh | SIAE inh | ADAM10 inh | DDE Tn6 FP inh
CCC(c1nnnn1Cc1ccccc1)N(Cc1cc2cc(OC)ccc2[nH]c1=O)CC1CCCO1 (stereo not drawn) | -8.5 | -10.2 | -384.8 | -197.9 | 0.5 | i | -12.6 | -4.2 | i | -1.7
COC(=O)c1nc2n(n1)C(c1ccc([N+](=O)[O-])cc1)C(C(=O)Nc1ccc(Cl)cc1)=C(C)N2 (stereo not drawn) | 5.1 | 3.9 | 1.0 | -1.2 | 8.5 | 1.8 | 10.4 | -19.1 | -7.2 | 2.6
COc1ccc(-c2cc(NC=O)c3ncc(-c4ccc(OC)c(OC)c4)n3c2)cc1 | 7.0 | 1.8 | -85.2 | -18.0 | 4.9 | -131.5 | 11.4 | -6.7 | -61.6 | 0.9

The order is random; any-hit rate near 3.6%.
